Assay outcomes as filed in PubChem.
Vif imaging: HIV Vif self-association inhibitors, primary screen, imaging, HEK293T, single point; HEK293T cells, Vif self-association by quenched fluorescence, 24 h; inhibition, % at 7.49 µM; hit rate 0.35% among 340,000; AID 602346, 2012; in the data active = inhibition above about 50%, passing the limit was not always enough; also: some results filed as inactive read as strong as hits
KKLEB cytotox: cytotoxicity in KKLEB CF airway cells, primary screen, cytotoxicity control for CF NF-kB inhibitor project, cell-based, uHTS, fluorescence assay plates; KKLEB CF airway cells viability, ATPlite luminescence, overnight; stronger effect = lower value; cells stimulated with P. aeruginosa culture filtrate; activity change (cytotoxicity), % at 5 µM; hit rate 0.36% among 360,000;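 active = corrected activity change at or below -50% at 5 µM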
Peg3 promoter: Peg3 promoter-driven luciferase inhibitors, primary screen, cell-based, HeLa, luciferase luminescence; HeLa PEG-Prom luciferase reporter, overnight; inhibition, % at 20 µM; hit rate 1.7% among 360,000; AID 588405, 2011;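 active = inhibition of at least 50% at 20 µM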
NR2E3 ag-1: NR2E3 agonists in two-hybrid cells, primary screen, cell-based, luminescence, CHO-S, Gal4-NCOR/VP16-NR2E3. AID 602229, 2012. Photoreceptor-specific nuclear receptor (Homo sapiens), Q9Y5X4. luciferase. hit rate 0.35% among 360,000. inhibition of corepressor binding, % at 3.98 µM;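 active = inhibition above the mean of all tested compounds plus 3 SD, cut at about 70% in these data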;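 also: 0% = DMSO with NR2E3 transfected cells and 100% = cells lacking NR2E3 construct; higher means lower luciferase signal from less NR2E3 corepressor binding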
Target sequence (Q9Y5X4 whole entry, looked up, the tested form may be a part): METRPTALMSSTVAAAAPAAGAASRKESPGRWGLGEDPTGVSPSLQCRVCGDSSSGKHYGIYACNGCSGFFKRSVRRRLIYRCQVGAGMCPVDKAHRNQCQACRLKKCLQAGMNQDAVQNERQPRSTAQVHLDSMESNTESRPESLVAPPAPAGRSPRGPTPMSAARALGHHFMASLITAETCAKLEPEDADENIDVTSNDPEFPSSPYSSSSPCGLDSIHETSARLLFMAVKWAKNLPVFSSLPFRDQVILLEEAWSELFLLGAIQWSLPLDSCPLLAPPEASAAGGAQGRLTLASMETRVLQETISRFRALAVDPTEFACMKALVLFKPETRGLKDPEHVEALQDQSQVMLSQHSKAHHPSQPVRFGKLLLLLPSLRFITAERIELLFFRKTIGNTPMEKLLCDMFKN
NR2E3 ag-2: inhibitors of NR2E3-RetCOR corepressor binding, primary screen, NR2E3 agonist project, biochemical, TR-FRET, GST-NR2E3, biotin-RetCOR. Photoreceptor-specific nuclear receptor (Homo sapiens), Q9Y5X4. 1536-well. inhibition of corepressor binding, % at 4.78 µM. hit rate 0.12% among 320,000. AID 2300, 2010;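 active = percent inhibition above the cutoff of mean plus 3 SD of all tested compounds, set per screening campaign, cut at about 20% in these data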;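 also: 0% = DMSO wells and 100% = biotin wells as full block of FRET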
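Test system – NR2E3–RetCOR corepressor complex · Quantity – NR2E3 fusion 1.35 nM · Buffer or medium – Tris pH 7.5 · Incubation – Compound–protein incubation for 5 h at 4 °C · Technique – TR-FRET, Eu(K)-anti-GST donor, streptavidin-D2 acceptor, ex 340, em 617/671 nm · Evaluation – percent inhibition of 671/617 nm emission ratio versus biotin and DMSO controls · Plate – 1536-well format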
PDI turbidity: inhibitors of human PDI, primary screen, biochemical, turbidity, single point, plate reader; PDI insulin aggregation turbidity, A650, 90 min; inhibition, % at 10 µM; AID 588391, 2011; Protein disulfide-isomerase (Homo sapiens), P07237; hit rate 0.052% among 350,000;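 active = mean inhibition across replicates of 30% or more, whatever share of single replicates reach that level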;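 also: absorbance from insulin aggregation driven by PDI reduction with DTT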
Target sequence (P07237 whole entry, looked up): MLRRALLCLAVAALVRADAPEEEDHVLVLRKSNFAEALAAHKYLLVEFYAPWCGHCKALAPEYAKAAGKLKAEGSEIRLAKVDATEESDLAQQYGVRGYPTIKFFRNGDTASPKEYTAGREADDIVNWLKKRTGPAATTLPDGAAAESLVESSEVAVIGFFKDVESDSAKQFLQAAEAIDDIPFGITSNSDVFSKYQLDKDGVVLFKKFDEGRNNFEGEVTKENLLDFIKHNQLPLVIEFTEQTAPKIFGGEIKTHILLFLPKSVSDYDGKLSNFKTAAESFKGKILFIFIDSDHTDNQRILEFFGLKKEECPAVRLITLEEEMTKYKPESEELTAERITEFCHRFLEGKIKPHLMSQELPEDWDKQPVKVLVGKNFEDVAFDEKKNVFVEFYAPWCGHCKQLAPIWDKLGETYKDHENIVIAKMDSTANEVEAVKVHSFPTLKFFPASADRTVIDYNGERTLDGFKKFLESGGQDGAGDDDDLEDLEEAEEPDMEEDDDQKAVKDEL
MITF TRPM1 inh: inhibitors of MITF-dependent TRPM1 promoter reporter, primary screen, cell-based, SK-MEL-5, single point, luciferase. SK-MEL-5 TRPM1 promoter luciferase, 24 h. inhibition, % at 12.5 µM. hit rate 0.83% among 330,000;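 active = mean inhibition across replicates of 60% or more, whatever share of single replicates reaches that level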; also: values of inactives mirror those of a sister screen read the other way
Shn3 inh set2: reduction of Shn3 3'UTR firefly luciferase signal, primary screen, Schnurri-3 inhibitor project, cell-based, Clone20 osteoblasts, set 2 | Clone20 osteoblast Shn3 3'UTR firefly luciferase, 24 h | inhibition, % at 12.5 µM | hit rate 0.52% among 360,000 | AID 588674, 2011;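 active = mean inhibition of at least 75% with every replicate also reaching 75%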;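 also: 0% = median of neutral control wells and 100% = pilot-screen positive control compound; some compounds past the cut are filed as inactive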
CF NFkB block: inhibitors of PAF-induced NF-kB signaling, primary screen, cell-based, GFP fluorescence, uHTS; KKLEB NF-kB-GFP reporter, GFP fluorescence overnight; inhibition, % at 5 µM; hit rate 0.86% among 360,000; AID 588850, 2011;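 active = at least 50% inhibition at 5 µM, scaled per plate between neutral and stimulator controls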;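 also: PAF is a Pseudomonas aeruginosa culture filtrate used as stimulus; plate controls were PAF-stimulated DMSO wells for no effect and unstimulated DMSO wells for full effect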
HIF-2a block: HIF-2a reporter inhibitors, primary screen, luminescence, 786-0 RCC cells | 786-0 RCC cells HIF-2a reporter, luciferase luminescence, overnight | inhibition, % at 18.8 µM | hit rate 0.72% among 360,000 | AID 624352, 2012;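 active = inhibition of the luminescence signal of 40% or more relative to plate controls, in a single-dose primary screen at 18.75 µM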
CaV13 FRET inh: Primary screen for inhibitors of IQ motif and Ca2+-dependent inactivation inhibitor domain binding in CACNA1D, Förster resonance energy transfer in living cells, …; HEK cells, CFP/YFP FRET ICDI-IQ, plate reader, 10 min; percent FRET-ratio fall versus neutral wells; AID 743397; inhibition, % at 12.3 µM; hit rate 0.098% among 340,000;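 active = mean replicate inhibition of at least 30% and at least 1% of replicates passing that level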;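 also: 0% = median of the neutral control wells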
Numbers without * were called inactive; · = no result given.

A first look:
SMILES	Vif imaging	KKLEB cytotox	Peg3 promoter	NR2E3 ag-1	NR2E3 ag-2	PDI turbidity	MITF TRPM1 inh	Shn3 inh set2	CF NFkB block	HIF-2a block	CaV13 FRET inh
Cc1nc(N2CCC(C(N)=O)CC2)c2c(-c3cccs3)csc2n1	-5	-16	18	-11	-1	3	-8	15	67*	24	-4
Cc1cc(C)nc(SCC(=O)NN)n1	4	-10	-8	-2	-1	6	12	-3	2	7	-5

This part in full (from the top)
SMILES	Vif imaging	KKLEB cytotox	Peg3 promoter	NR2E3 ag-1	NR2E3 ag-2	PDI turbidity	MITF TRPM1 inh	Shn3 inh set2	CF NFkB block	HIF-2a block	CaV13 FRET inh
Cc1nc(N2CCC(C(N)=O)CC2)c2c(-c3cccs3)csc2n1	-5	-16	18	-11	-1	3	-8	15	67*	24	-4
Cc1cc(C)nc(SCC(=O)NN)n1	4	-10	-8	-2	-1	6	12	-3	2	7	-5
O=C(Nc1ccc(S(=O)(=O)Nc2ncccn2)cc1)c1ccccc1Cl	-3	-4	11	-7	4	-4	2	6	16	6	4
COC(=O)c1ccc2c(c1)C(NC(C)=O)CCc1cc(OC)c(OC)c(OC)c1-2 (configuration not stated)	0	-13	-40	31	·	2	35	12	59*	23	-8
O=C(O)CCc1nn2c3ccccc3nc2n(CCN2CCCCC2)c1=O	-9	-6	1	12	-3	-13	-14	-11	-6	8	·
COc1ccc(CN2CCC(=O)NC2=O)cc1	1	7	-2	-1	-2	-1	-16	-11	-2	-4	-5
O=c1oc2c3c4c(cc2s1)CCCN4CCC3	8	-8	12	-6	1	-4	-16	-5	-11	10	-4
C[C@@H]1COC(=O)[C@H](Cc2ccc(F)cc2)CC/C=C/C[C@@H](CC(=O)N[C@@H](CO)Cc2ccccc2)C(=O)N1	-9	20	-4	19	·	5	-13	5	-1	13	-12
O=C(NC1CCCC1)c1cc(Cl)ccc1[N+](=O)[O-]	-8	0	8	-10	1	-1	-11	-5	10	6	-14
COc1ccc(Br)cc1CNc1ccc(O)cc1	·	4	6	-17	12	5	4	-8	-2	19	-5
O=C(CCc1c[nH]c2ccccc12)Nc1ncccc1O	4	-3	-16	-26	1	2	0	16	1	-38	-12
CCCCNC(=O)C1CCN(S(=O)(=O)c2c(C)noc2/C=C\c2ccc(OC)cc2)CC1	-23	-4	1	13	-3	·	·	23	-21	2	2
O=C(O)c1nc(N2CCCC2)ncc1Cl	-7	9	8	1	4	12	6	-13	-27	12	-7
CCOC(=O)N1CCN(C(=O)Cn2ccc3ccccc3c2=O)CC1	5	3	12	8	-4	4	-6	-8	6	9	-3
CSc1cccc(NC(=O)C2CCN(S(=O)(=O)c3ccc(F)cc3)CC2)c1	·	2	5	-15	4	-4	11	9	-2	-8	·
Cn1c(=O)[nH]c(=O)c2c1nc(CN1CCN(c3cccc(Cl)c3)CC1)n2CCc1ccccc1	1	-10	24	1	3	6	-11	16	-8	10	-8
CC1=NN(C(=O)CSCc2ccccc2)C(O)(c2ccc(Cl)cc2)C1 (configuration not stated)	5	10	18	-6	-2	-3	7	-2	-15	19	4
O=C(CCCn1c(=O)c2ccccc2n(Cc2ccccc2)c1=O)NCc1ccco1	-2	0	27	12	1	3	-2	5	4	15	-3
Cn1c(NC(=O)c2cc(Br)ccc2Cl)cc(=O)n(C)c1=O	·	-4	3	20	2	-5	-3	8	-16	14	-6
Cc1cc(C)n2nc(C(=O)Nc3nnc(C4CC4)s3)nc2n1	-1	-4	-2	4	5	4	0	12	5	15	·
Cc1ccc(NS(=O)(=O)c2cccc(C(=O)N3CCN(C(=O)c4ccco4)CC3)c2)cc1	13	8	3	12	-1	19	13	5	-11	19	-6
CC(C)(C)Nc1nc(Oc2ccc(=O)n(-c3ccccc3)n2)nc(N2CCOCC2)n1	3	-9	22	-1	3	0	8	10	6	19	·
NC(=O)C1CCN(CC(=O)NC2CCCc3ccccc32)CC1 (configuration not stated)	7	1	16	-6	-2	1	4	-9	9	15	-5
CN(CC(=O)Nc1ccc(F)cc1)C(=O)COC(=O)c1ccc(-c2ccccc2)cc1	4	5	33	15	2	-4	3	2	-9	-2	-6
CCOc1ccccc1NC(=S)N(CCOC)C1CCN(C(C)=O)CC1	-2	12	-4	17	2	-2	0	-6	-2	12	-3
CCP(=O)(c1cccc([N+](=O)[O-])c1)c1cccc([N+](=O)[O-])c1	-1	5	11	9	-1	1	5	-6	-15	11	-19
C/C(Nc1ccc(Cl)cc1)=C(/C#N)C(N)=O	5	9	10	2	1	-12	-4	-9	3	9	-3
CC(C)c1ccc(NC(=S)NC2CCN(Cc3ccccc3)CC2)cc1	-5	-9	37	-10	0	-1	6	12	14	10	-8
COc1ccc(N=C2O/C(=C/c3sc(=S)n(CC4CCCO4)c3O)N=C2C#N)cc1 (configuration not stated)	2	-6	-32	-6	-1	-7	·	·	10	-53	-3
O=C(NCCNCc1cccc(Cl)c1)c1ccco1	-1	-4	-9	-11	·	8	-3	-17	3	-113	-4
CCO[C@H]1OC(C(=O)NCc2ccccc2)=C[C@@H](C2CCCCC2)[C@@H]1CCCO	-22	2	20	-1	-3	-4	-4	-13	7	16	-5
S=c1[nH]nc(CCc2ccccc2)n1Cc1ccccc1	-2	-2	10	-15	2	-9	12	-32	-3	0	-5
COc1ccc(COC(=O)c2cccc(S(=O)(=O)N3CCN(C(C)=O)CC3)c2)cc1	-22	-24	-19	11	-2	2	7	-18	8	11	-17
CCC(=O)OCC(=O)Nc1cc([N+](=O)[O-])ccc1OC	4	0	6	10	4	1	-1	17	-1	15	6
CCOc1ccc(Oc2ccccc2NC(=O)C2=COCCO2)cc1	9	0	1	-29	-2	1	-8	2	1	-3	2
O=C(NC(=S)Nc1ccc(S(=O)(=O)N2CCCCC2)cc1)c1ccccc1	-9	-1	9	7	2	11	7	21	14	11	-5
COc1ccc(S(=O)(=O)Nc2ccc(N3CCOCC3)cc2)cc1	·	4	6	12	-1	2	-2	-11	3	7	-21
Cc1cccc2c(C(=O)Nc3ccc(Br)cc3)cc(-c3ccccn3)nc12	10	-2	7	1	2	4	11	17	-7	0	-6
O=C(Cn1nnc2ccccc21)Nc1ccc(Cl)cn1	-19	-10	-8	-22	0	6	-17	-2	18	-9	-7
CCOC(=O)c1cccc(-c2ccc(C=O)o2)c1	-2	2	-128	-25	-4	1	-23	-14	-9	-110	-3
CCN(CC)S(=O)(=O)c1ccc(N2CCN(S(=O)(=O)c3ccccc3)CC2)nc1	8	-4	14	-5	·	2	10	19	1	14	-5
O=C(Cn1cc2c(n1)CCCC2)Nc1ccccc1Br	8	1	-1	3	-2	·	-5	3	-1	-15	-12
Cc1nonc1OC(C)CNCCNc1ccc([N+](=O)[O-])cc1 (configuration not stated)	-5	-1	-7	-13	-1	10	·	-20	-13	16	-16
Cn1cnc([N+](=O)[O-])c1NCc1ccccc1	-6	11	11	-18	-1	7	·	-2	1	9	-5
CCOc1ccccc1NC(=O)CSc1n[nH]c(=O)n1-c1ccccc1	0	15	3	11	0	-1	8	7	-6	8	-3
Cc1cc2c(NC(=O)Nc3ccccc3)cccc2nn1	-4	-7	-1	-8	-7	6	-3	·	4	6	-5
CCOCCCNC(=O)Cc1c(C(=O)O)[nH]c2ccc(Cl)cc12	·	-11	13	-18	7	0	-9	-2	-3	15	-6
CCn1cc(/C=C/C(=O)Nc2c(C)nn(Cc3ccccc3)c2C)cn1	1	-5	-2	-6	0	-7	9	24	5	16	-4
COc1ccc([N+](=O)[O-])cc1NC(=O)CC(c1ccccc1)c1ccccc1	-2	-24	19	-12	7	-6	4	-52	-10	28	-5
COc1ccc(C(=O)NCc2ccc3c(c2)OCO3)cc1S(=O)(=O)N1CCCC1	14	-1	21	-9	3	-1	4	15	16	11	-2

(listing goes on)
SMILES	Vif imaging	KKLEB cytotox	Peg3 promoter	NR2E3 ag-1	NR2E3 ag-2	PDI turbidity	MITF TRPM1 inh	Shn3 inh set2	CF NFkB block	HIF-2a block	CaV13 FRET inh
COc1cccc(N2CCN(C(=O)C3CCC(=O)N(C4CCCCCC4)C3)CC2)c1 (configuration not stated)	-17	2	-4	3	-2	4	9	10	12	-11	-6
Cc1cccc(C)c1NC(=O)CSc1nnnn1-c1ccc(C(=O)O)cc1	0	3	20	-13	-1	-5	2	11	4	8	·
COc1ccccc1NC(=O)CSc1nc(O)cc(=O)n1C	·	13	-1	3	-1	-5	-11	-33	-4	2	-2
O=Nc1c(-c2ccccc2)[nH]n(-c2ccccc2)c1=O	2	15	27	15	4	1	-1	-3	7	22	-5
Cc1ccc(C(=O)OCC(=O)N2CCNC2=O)c(C)c1	-5	-2	-256	-99	·	0	-70	-69	26	-167	-7
O=[N+]([O-])c1cc([N+](=O)[O-])c(Oc2ccc(Br)cc2Br)cc1NN1CCCCC1	1	7	24	-15	1	6	1	-13	13	21	-6
Cc1csc(NC(=O)CSc2sc3c(O)cc(=O)[nH]c3c2C#N)n1	7	-1	-17	-22	-3	-2	15	2	6	-15	-3
Cc1ccc(-n2c(C)cc(C(=O)CN3CCCCC3)c2C)cc1	1	-2	-108	-20	-1	4	-21	-13	0	-96	-3
Cc1cccc(C)c1OCCSc1nc2ccccc2n1CC(=O)O	2	0	10	-6	2	-12	5	-10	2	11	13
CCC(C)c1ccc(Nc2ncccc2C#N)cc1 (configuration not stated)	-6	-3	-247	-86	1	-2	-43	-58	1	-187	·
C/C(=N\Nc1nnc(-c2ccccc2)c(-c2ccccc2)n1)c1cccc([N+](=O)[O-])c1	33	-51*	19	-18	2	-6	-22	14	34	10	-6
NC(=S)N/N=C1\CC(c2ccc3c(c2)OCCO3)Oc2ccc(F)cc21 (configuration not stated)	0	-8	-3	-11	1	4	-12	-1	16	-6	-4
O=C(NCC(=O)N1CCCC1)c1ccccc1F	37	-5	-80	-58	3	-9	-37	-26	-6	-107	-3
COC(=O)CSc1ncc(OC)c(OC)n1	-11	1	15	-11	4	5	7	6	10	6	-5
CN(C)c1cc[n+](CC(=O)c2cccs2)cc1	1	-6	11	2	-3	3	8	14	-18	17	-5
Cc1ccccc1NC(=O)COC(=O)CCC(=O)c1cccs1	5	7	-22	-13	·	-5	-11	-41	4	13	-6
